STAT1 activator: activators of IFN-gamma induced STAT1 signaling; activation (% of control), % at 5.5 µM; 200,000 compounds, 2.6% hits; NIH 3T3 STAT1-luciferase reporter, luminescence; 100% = IFN-gamma alone, no compound;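 active means activation above the screen-wide mean activation plus 3 SD, cut at about 130% in these data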;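 further: raw ratio to IFN-gamma control signal so 100% means no change and 0% no light; values of inactives mirror those of a sister screen read the other way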
STAT3 inh: inhibitors of IL-6 induced STAT3 signaling | U3A cells, IL-6 STAT3-luciferase reporter, luminescence; host cell line lacks STAT1 | inhibition, % at 5.5 µM | 190,000 compounds, 0.89% hits;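 active means inhibition above the mean inhibition across all screened compounds plus 3 SD, cut at about 44% in these data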;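 further: 0% = DMSO only wells and 100% = 100 µM nifuroxazide control wells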
ROMK mod: modulators of human ROMK potassium channel; P48048; Tet-inducible ROMK, thallium flux fluorescence; actives lie on both sides; B-score at 10 µM; 130,000 compounds, 2% hits; AID 1918;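 active means signal ratio slope over the read window, or its plate-corrected B-score, at least 3 SD from the plate mean, either direction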;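 further: B-score of the F/F0 ratio slope over 7 to 12 s after thallium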
Target sequence (P48048 whole entry, looked up): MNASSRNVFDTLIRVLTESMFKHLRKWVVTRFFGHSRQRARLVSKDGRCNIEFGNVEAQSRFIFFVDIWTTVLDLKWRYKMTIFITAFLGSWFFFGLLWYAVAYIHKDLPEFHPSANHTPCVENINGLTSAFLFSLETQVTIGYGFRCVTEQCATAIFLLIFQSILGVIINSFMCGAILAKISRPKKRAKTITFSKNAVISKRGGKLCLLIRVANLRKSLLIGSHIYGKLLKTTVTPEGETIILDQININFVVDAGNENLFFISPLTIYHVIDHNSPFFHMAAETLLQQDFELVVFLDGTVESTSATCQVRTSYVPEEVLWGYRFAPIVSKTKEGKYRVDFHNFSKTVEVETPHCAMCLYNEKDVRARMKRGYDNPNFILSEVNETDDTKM
APP 5UTR inh: APP translation inhibition; SH-SY5Y APP 5'UTR-luciferase reporter, luminescence; inhibition, % at 2 µM; 190,000 compounds, 0.82% hits;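 active means inhibition above a set limit, derived from the sample mean plus 3 SD, cut at about 45% in these data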; further: values of inactives mirror those of a sister screen read the other way
STAT3 activator: increases IL-6 driven STAT3 reporter signal. 190,000 compounds, 0.91% hits. U3A cells, IL-6 STAT3-luciferase reporter, luminescence; 100% = signal with IL-6 EC80 alone. activation (% of control), % at 5.6 µM;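 active means activation above the screen-wide mean of compound activation plus 3 SD, cut at about 130% in these data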;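 further: 0% = background luminescence of wells with medium and substrate only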
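Detection: reporter luminescence signal / Assay system: STAT1-lacking human U3A cells, STAT3 luciferase reporter / Incubation: compound pre-incubation 1 h before IL-6, then 6 h stimulation at 37 °C / Control set: IL-6-only high control / Read-out: % activation relative to IL-6 control / Probe or stimulus: Interleukin-6, 33 ng/mL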
STAT1 inh: inhibitors of IFN-gamma induced STAT1 signaling. NIH 3T3 STAT1-luciferase reporter, luminescence. inhibition, % at 5.5 µM. 200,000 compounds, 0.35% hits. AID 920;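 active means inhibition above a set limit, the mean inhibition across all tested compounds plus 3 SD, cut at about 34% in these data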;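 further: 0% = IFN-gamma with DMSO and 100% = IFN-gamma with 300 µM nifuroxazide; values of inactives mirror those of a sister screen read the other way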
FLuc stim CS: firefly luciferase counter-screen for stimulation assays | 200,000 tested, under 10 active | P08659 | ATPlite luciferase biochemical, luminescence, 10 min; 0 = ATP-free wells, 1 = DMSO control | activation factor at 10 µM;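 active means luciferase activation factor, scaled between plate controls, of at least 2 with compound at 10 µM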
Target sequence (P08659 whole entry, looked up): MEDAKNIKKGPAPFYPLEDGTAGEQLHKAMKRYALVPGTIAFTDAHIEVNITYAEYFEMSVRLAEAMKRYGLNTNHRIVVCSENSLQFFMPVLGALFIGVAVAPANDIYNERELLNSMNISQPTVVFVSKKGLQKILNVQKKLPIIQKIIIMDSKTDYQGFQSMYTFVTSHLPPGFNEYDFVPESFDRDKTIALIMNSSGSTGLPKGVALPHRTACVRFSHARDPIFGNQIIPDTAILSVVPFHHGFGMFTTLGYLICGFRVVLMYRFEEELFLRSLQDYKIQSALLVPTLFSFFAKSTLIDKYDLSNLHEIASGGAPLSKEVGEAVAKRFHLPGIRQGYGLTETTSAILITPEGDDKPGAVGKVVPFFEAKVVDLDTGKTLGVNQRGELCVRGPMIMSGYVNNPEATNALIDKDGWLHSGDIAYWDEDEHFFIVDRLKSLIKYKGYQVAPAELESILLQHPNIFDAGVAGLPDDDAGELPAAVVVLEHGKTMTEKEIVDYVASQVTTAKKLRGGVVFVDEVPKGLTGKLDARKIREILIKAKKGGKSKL
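Assay system: Luciferase/luciferin detection reagent, cell-free biochemical luciferase assay / Also added: ATP substrate / Schedule: 10 min at ambient temperature / Measured by: luminescence measurement of luciferase light output / Benchmarks: low control with PBS replacing ATP, high control enzyme plus ATP without compound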
FLuc inh counter: Photinus pyralis luciferase inhibition counter-screen. ATPLite firefly luciferase biochemical luminescence, 10 min. inhibition, % at 10 µM. 200,000 compounds, 1.5% hits;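 active means inhibition above about 50% when tested at 10 µM, limit read from the data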
APP 5'UTR act: activates APP 5'UTR luciferase reporter; SH-SY5Y APP 5'UTR luciferase reporter, luminescence; zero percent = DMSO vehicle wells; activation, % at 2 µM; 190,000 compounds, 1% hits; AID 1276;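 active means activation above a set limit, based on mean plus 3 SD of controls, cut at about 140% in these data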; further: values of inactives mirror those of a sister screen read the other way
NF-kB expr up: compounds increasing NF-kB expression in human neuronal cells | NF-kB reporter expression; stronger effect = higher value | fold change at 12.5 µM | 190,000 compounds, 1.6% hits; in the data active means fold change above about 3.3
* = called active by the depositor.

Results for COc1ccc(C(=O)NC2CCN(CC(=O)Nc3cccc(C)c3)CC2)cc1OC ?
STAT1 activator: 96; STAT3 inh: 3; ROMK mod: -0.35; APP 5UTR inh: -1; STAT3 activator: 99; STAT1 inh: 5; FLuc stim CS: 1; FLuc inh counter: -4; APP 5'UTR act: 1; NF-kB expr up: 1

What do the screens show for `COCCCN(C(=S)Nc1cc(C)cc(C)c1)C(C)c1ccncc1` (configuration not stated)?
STAT1 activator: 101; STAT3 inh: 13; ROMK mod: 1.6; APP 5UTR inh: -5; STAT3 activator: 87; STAT1 inh: -2; FLuc stim CS: 1.1; FLuc inh counter: -6; APP 5'UTR act: 5; NF-kB expr up: 0.95

What do the screens show for `COc1ccc(C)cc1S(=O)(=O)NC1CCCCC1C` (configuration not stated)?
STAT1 activator: 97; STAT3 inh: -3; APP 5UTR inh: 21; STAT3 activator: 103; STAT1 inh: 3; FLuc stim CS: 1; FLuc inh counter: -4; APP 5'UTR act: -21; NF-kB expr up: 1.1

How did O=C(CSc1nc2c(cnn2-c2ccccc2)c(=O)[nH]1)NC1CCS(=O)(=O)C1 (configuration not stated) do in these assays?
STAT1 activator: 93; STAT3 inh: 8; ROMK mod: -0.44; APP 5UTR inh: 11; STAT3 activator: 100; STAT1 inh: 7; FLuc stim CS: 1; FLuc inh counter: 0; APP 5'UTR act: -11; NF-kB expr up: 1.2

What do the screens show for `N#CC1=C(N)OC2=C(C(=O)CCC2)C1c1ccccc1` (configuration not stated)?
STAT1 activator: 99; STAT3 inh: 23; APP 5UTR inh: -5; STAT3 activator: 84; STAT1 inh: 1; FLuc stim CS: 1; FLuc inh counter: -2; APP 5'UTR act: 5; NF-kB expr up: 1.1

What do the screens show for `O=C(CN1C2=NCCCN2c2ccccc21)c1ccc(Br)s1`?
STAT1 activator: 96; STAT3 inh: 0; ROMK mod: -1.7; APP 5UTR inh: 1; STAT3 activator: 103; STAT1 inh: 4; FLuc stim CS: 1.1; FLuc inh counter: -8; APP 5'UTR act: -1; NF-kB expr up: 1.4

How did COc1ccccc1C(=O)Nc1ccc2c(c1)nc(CCNC(C)=O)n2C do in these assays?
STAT1 activator: 107; STAT3 inh: 18; ROMK mod: 0.37; APP 5UTR inh: -63; STAT3 activator: 88; STAT1 inh: -13; FLuc stim CS: 0.7; FLuc inh counter: 34; APP 5'UTR act: 63; NF-kB expr up: 1.8

How did Nc1nc(SCc2nc3sc4c(c3c(=O)[nH]2)CCCC4)n[nH]1 do in these assays?
STAT1 activator: 95; STAT3 inh: 0; ROMK mod: -1; APP 5UTR inh: 1; STAT3 activator: 108; STAT1 inh: 6; FLuc stim CS: 1; FLuc inh counter: 1; APP 5'UTR act: -1; NF-kB expr up: 1.2

How did O=C(CSCc1ccccc1)NC1CCSC1=O (configuration not stated) do in these assays?
STAT1 activator: 102; STAT3 inh: 1; APP 5UTR inh: 6; STAT3 activator: 99; STAT1 inh: -2; FLuc stim CS: 1.1; FLuc inh counter: -10; APP 5'UTR act: -6; NF-kB expr up: 1.1

Results for CCC(C)(C#CCN1CCCCC1)OCCC#N (configuration not stated) ?
STAT1 activator: 100; STAT3 inh: 6; ROMK mod: 0.52; APP 5UTR inh: 2; STAT3 activator: 98; STAT1 inh: 0; FLuc stim CS: 1; FLuc inh counter: -2; APP 5'UTR act: -2; NF-kB expr up: 1.1

How did Cc1ccsc1C(=O)NNC(=O)C1C2C=CC(C2)C1C(=O)O (configuration not stated) do in these assays?
STAT1 activator: 184*; STAT3 inh: -1; ROMK mod: 0.28; APP 5UTR inh: -154; STAT3 activator: 103; STAT1 inh: -96; FLuc stim CS: 1; FLuc inh counter: 0; APP 5'UTR act: 154*; NF-kB expr up: 1.4

How did C=CCn1c(SCc2cccc(F)c2)nc2cc(C(=O)N3CCC(C(N)=O)CC3)ccc2c1=O do in these assays?
STAT1 activator: 107; STAT3 inh: -10; ROMK mod: -1.3; APP 5UTR inh: 12; STAT3 activator: 106; STAT1 inh: -5; FLuc stim CS: 1.1; FLuc inh counter: -6; APP 5'UTR act: -12; NF-kB expr up: 0.72

Results for O=C(NCc1ccccn1)c1ccc(Br)s1 ?
STAT1 activator: 113; STAT3 inh: 13; APP 5UTR inh: -9; STAT3 activator: 91; STAT1 inh: -11; FLuc stim CS: 1.1; FLuc inh counter: -5; APP 5'UTR act: 9; NF-kB expr up: 1.1

Results for O=S(=O)(Cc1ccccc1)N1CCN(c2ccccc2)CC1 ?
STAT1 activator: 100; STAT3 inh: 0; APP 5UTR inh: -16; STAT3 activator: 104; STAT1 inh: 0; FLuc stim CS: 1.1; FLuc inh counter: -10; APP 5'UTR act: 16; NF-kB expr up: 1

How did CCCCn1cnc2c([nH]c3ccccc32)c1=O do in these assays?
STAT1 activator: 115; STAT3 inh: 20; APP 5UTR inh: -5; STAT3 activator: 86; STAT1 inh: -16; FLuc stim CS: 1; FLuc inh counter: 0; APP 5'UTR act: 5; NF-kB expr up: 1.2

Results for COc1ccc(-c2nnn(CC(=O)N(CCCN3CCOCC3)C(C(=O)NC3CCCC3)c3ccc(C)o3)n2)cc1 (configuration not stated) ?
STAT1 activator: 102; STAT3 inh: -7; ROMK mod: -1.1; APP 5UTR inh: -1; STAT3 activator: 108; STAT1 inh: -1; FLuc stim CS: 1; FLuc inh counter: 2; APP 5'UTR act: 1; NF-kB expr up: 1

How did CCc1c(-c2ccccc2)nc(N)c(C#N)c1-c1cccs1 do in these assays?
STAT1 activator: 95; STAT3 inh: 17; APP 5UTR inh: 9; STAT3 activator: 89; STAT1 inh: 5; FLuc stim CS: 1.1; FLuc inh counter: -6; APP 5'UTR act: -9; NF-kB expr up: 1.5

How did CCOC(=O)N1CCN(C(=O)c2ccc3nc(N4CCC(C)CC4)sc3c2)CC1 do in these assays?
STAT1 activator: 109; STAT3 inh: 10; ROMK mod: 1.2; APP 5UTR inh: -17; STAT3 activator: 93; STAT1 inh: -10; FLuc stim CS: 1.1; FLuc inh counter: -6; APP 5'UTR act: 17; NF-kB expr up: 1.4

Results for S=c1[nH]nc(Cc2c[nH]c3ccccc23)o1 ?
STAT1 activator: 98; STAT3 inh: -8; APP 5UTR inh: 15; STAT3 activator: 108; STAT1 inh: 2; FLuc stim CS: 1.1; FLuc inh counter: -6; APP 5'UTR act: -15; NF-kB expr up: 1.1

What do the screens show for `CCCCn1c(=O)c(-[n+]2ccccc2)c([O-])c2ccccc21`?
STAT1 activator: 100; STAT3 inh: 2; ROMK mod: -0.21; APP 5UTR inh: 5; STAT3 activator: 103; STAT1 inh: 0; FLuc stim CS: 1; FLuc inh counter: -3; APP 5'UTR act: -5; NF-kB expr up: 1.3

Compounds shown so far with a cyano group:
What do the screens show for `N#CC1=C(N)OC2=C(C(=O)CCC2)C1c1ccccc1` (configuration not stated)?
STAT1 activator: 99; STAT3 inh: 23; APP 5UTR inh: -5; STAT3 activator: 84; STAT1 inh: 1; FLuc stim CS: 1; FLuc inh counter: -2; APP 5'UTR act: 5; NF-kB expr up: 1.1

Results for CCC(C)(C#CCN1CCCCC1)OCCC#N (configuration not stated) ?
STAT1 activator: 100; STAT3 inh: 6; ROMK mod: 0.52; APP 5UTR inh: 2; STAT3 activator: 98; STAT1 inh: 0; FLuc stim CS: 1; FLuc inh counter: -2; APP 5'UTR act: -2; NF-kB expr up: 1.1

How did CCc1c(-c2ccccc2)nc(N)c(C#N)c1-c1cccs1 do in these assays?
STAT1 activator: 95; STAT3 inh: 17; APP 5UTR inh: 9; STAT3 activator: 89; STAT1 inh: 5; FLuc stim CS: 1.1; FLuc inh counter: -6; APP 5'UTR act: -9; NF-kB expr up: 1.5

Next entries
What do the screens show for `O=C1CN(C(=O)c2ccc(Br)o2)C(c2ccccc2)c2cc(Cl)ccc2N1` (configuration not stated)?
STAT1 activator: 92; STAT3 inh: -20; APP 5UTR inh: 8; STAT3 activator: 124; STAT1 inh: 8; FLuc stim CS: 1; FLuc inh counter: -5; APP 5'UTR act: -8; NF-kB expr up: 0.94

What do the screens show for `CN(Cc1nc(-c2ccncc2)no1)S(=O)(=O)c1ccc(Cl)cc1`?
STAT1 activator: 100; STAT3 inh: 18; APP 5UTR inh: -7; STAT3 activator: 88; STAT1 inh: 0; FLuc stim CS: 1.1; FLuc inh counter: -12; APP 5'UTR act: 7; NF-kB expr up: 0.71

Results for Cn1c(N=NC(=O)c2ccccc2)c(O)c2ccccc21 ?
STAT1 activator: 143*; STAT3 inh: 46*; ROMK mod: 0.37; APP 5UTR inh: -135; STAT3 activator: 61; STAT1 inh: -48; FLuc stim CS: 0.1; FLuc inh counter: 86*; APP 5'UTR act: 135; NF-kB expr up: 2.8

Results for C/C(=N/Nc1ccc(Cl)cc1)c1cnnc(-c2ccccc2)n1 ?
STAT1 activator: 100; STAT3 inh: 8; ROMK mod: 0.57; APP 5UTR inh: 7; STAT3 activator: 94; STAT1 inh: -1; FLuc stim CS: 1; FLuc inh counter: -2; APP 5'UTR act: -7; NF-kB expr up: 1.2

What do the screens show for `O=C(Cn1cnc2ccccc2c1=O)c1ccc(Br)cc1`?
STAT1 activator: 144*; STAT3 inh: 18; ROMK mod: 1.6; APP 5UTR inh: -37; STAT3 activator: 89; STAT1 inh: -51; FLuc stim CS: 1; FLuc inh counter: -1; APP 5'UTR act: 37; NF-kB expr up: 2.9

Results for COc1ccc(N=C2SC(C(=O)O)CC(=O)N2C)cc1 (configuration not stated) ?
STAT1 activator: 105; STAT3 inh: 9; APP 5UTR inh: 3; STAT3 activator: 96; STAT1 inh: -5; FLuc stim CS: 1.1; FLuc inh counter: -7; APP 5'UTR act: -3; NF-kB expr up: 0.9

Results for CC1CCCN(c2ccc(F)cc2N)C1 (configuration not stated) ?
STAT1 activator: 100; STAT3 inh: 1; APP 5UTR inh: 1; STAT3 activator: 102; STAT1 inh: -2; FLuc stim CS: 1; FLuc inh counter: 0; APP 5'UTR act: -1; NF-kB expr up: 1.1

How did Cc1ccc(Nc2nc3ccccc3c(=O)[nH]2)cc1C do in these assays?
STAT1 activator: 123; STAT3 inh: 7; ROMK mod: -1.2; APP 5UTR inh: -38; STAT3 activator: 96; STAT1 inh: -25; FLuc stim CS: 0.9; FLuc inh counter: 6; APP 5'UTR act: 38; NF-kB expr up: 1.4

How did [O-]/[N+](=C/c1cccnc1)c1ccc(Br)cc1 do in these assays?
STAT1 activator: 113; STAT3 inh: -10; APP 5UTR inh: -93; STAT3 activator: 114; STAT1 inh: -12; FLuc stim CS: 0.9; FLuc inh counter: 13; APP 5'UTR act: 93; NF-kB expr up: 2.1

Results for O=C(NCc1ccco1)c1sc2cc(Cl)ccc2c1Cl ?
STAT1 activator: 100; STAT3 inh: 16; ROMK mod: 0.069; APP 5UTR inh: -40; STAT3 activator: 90; STAT1 inh: 0; FLuc stim CS: 1; FLuc inh counter: 5; APP 5'UTR act: 40; NF-kB expr up: 1.4

What do the screens show for `COC(=O)c1ccccc1NC(=O)C12CCC(C)(C(=O)O1)C2(C)C` (configuration not stated)?
STAT1 activator: 93; STAT3 inh: 5; APP 5UTR inh: -3; STAT3 activator: 98; STAT1 inh: 8; FLuc stim CS: 1; FLuc inh counter: -2; APP 5'UTR act: 3; NF-kB expr up: 1

Source: PubChem
